# Source: PubChem BioAssay (The Scripps Research Institute Molecular Screening Center)
# LYPLA2 inh: LYPLA2 (human) inhibition in PME1 counter-screen. O95372. recombinant LYPLA2, FP-Rh probe fluorescence polarization. inhibition, % at 5.9 µM. actives 0.38% (n = 320,000). AID 2177;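 active = inhibition above the screen-wide mean plus 3 SD, limit set per campaign, cut at about 26% in these data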;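 also: 0% = LYPLA2 with DMSO and 100% = wells lacking LYPLA2 enzyme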
# pPAFAH inh: pPAFAH (human) enzyme inhibition. AID 463082. recombinant pPAFAH, FP-rhodamine probe fluorescence polarization. actives 1.5% (n = 330,000). inhibition, % at 3.39 µM;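 active = inhibition above the mean inhibition across the screen plus 3 SD, cut at about 25% in these data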;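 also: inhibitors block binding of the rhodamine activity-based probe so polarization drops; 0% = enzyme with DMSO and 100% = wells lacking pPAFAH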
# PAFAH2 FP inh: PAFAH2 (human) inhibition. Q99487. recombinant PAFAH2, FP-rhodamine activity probe, fluorescence polarization. inhibition, % at 3.39 µM. actives 0.99% (n = 340,000);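 active = inhibition above the mean over all tested compounds plus 3 SD, cut at about 30% in these data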;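 also: inhibitors block probe labeling of enzyme so polarization drops; 0% = enzyme with DMSO and 100% = wells lacking PAFAH2 protein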
# PAD4 FP inh: inhibitors of human PAD4 | Q9UM07 | recombinant PAD4, RCA probe fluorescence polarization | inhibition, % at 6.36 µM | actives 0.41% (n = 330,000);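 active = percent inhibition above a cutoff equal to the mean of all tested compounds plus 3 SD, cut at about 15% in these data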;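 also: 0% = PAD4 with RCA probe and DMSO and 100% = probe without PAD4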
# Target sequence (Q9UM07 whole entry, looked up): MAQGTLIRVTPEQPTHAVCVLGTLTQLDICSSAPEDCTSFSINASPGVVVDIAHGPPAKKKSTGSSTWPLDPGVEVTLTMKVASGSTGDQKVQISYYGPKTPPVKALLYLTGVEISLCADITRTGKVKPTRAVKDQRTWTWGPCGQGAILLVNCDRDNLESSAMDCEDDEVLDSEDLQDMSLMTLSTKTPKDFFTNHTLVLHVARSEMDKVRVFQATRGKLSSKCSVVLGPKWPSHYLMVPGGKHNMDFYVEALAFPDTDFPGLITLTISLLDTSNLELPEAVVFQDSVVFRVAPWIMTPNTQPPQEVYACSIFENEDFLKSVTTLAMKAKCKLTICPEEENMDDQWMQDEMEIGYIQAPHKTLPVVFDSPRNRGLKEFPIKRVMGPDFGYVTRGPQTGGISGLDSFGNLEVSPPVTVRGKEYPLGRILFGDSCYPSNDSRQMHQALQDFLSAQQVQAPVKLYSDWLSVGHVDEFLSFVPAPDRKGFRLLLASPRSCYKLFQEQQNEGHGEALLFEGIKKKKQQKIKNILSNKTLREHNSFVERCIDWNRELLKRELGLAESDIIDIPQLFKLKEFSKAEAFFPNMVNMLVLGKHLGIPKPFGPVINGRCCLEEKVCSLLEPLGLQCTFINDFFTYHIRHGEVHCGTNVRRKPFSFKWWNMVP
# GSTO1 inh: GSTO1 inhibition, counter-screen for RBBP9 inhibitors; P78417; recombinant GSTO1, activity-based probe fluorescence polarization; inhibition, % at 5.96 µM; actives 1.1% (n = 300,000); AID 1974;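 active = inhibition above the campaign mean inhibition plus 3 SD, cut at about 35% in these data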;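 also: 0% = GSTO1-1 with DMSO and 100% = wells lacking GSTO1-1 enzyme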
# Target sequence (P78417 whole entry, looked up): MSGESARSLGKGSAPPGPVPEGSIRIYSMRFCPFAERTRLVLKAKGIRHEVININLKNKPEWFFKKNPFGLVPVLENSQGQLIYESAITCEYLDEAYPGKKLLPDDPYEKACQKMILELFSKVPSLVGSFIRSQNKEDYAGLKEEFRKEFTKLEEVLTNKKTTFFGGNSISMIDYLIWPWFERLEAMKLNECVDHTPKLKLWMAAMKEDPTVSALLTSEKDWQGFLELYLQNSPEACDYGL
# PAFAH1B3 FP inh: blocks human PAF acetylhydrolase 1B catalytic subunit 3. Q15102. recombinant PAFAH1B3, FP-rhodamine probe, fluorescence polarization. inhibition, % at 3.39 µM. actives 0.28% (n = 340,000). AID 492972;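 active = inhibition above the screen-wide average of all tested compounds plus 3 SD, cut at about 25% in these data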;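 also: 0% = enzyme with DMSO only and 100% = wells lacking PAFAH1B3 protein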
# PAFAH1B2 FP inh: inhibitors of human PAFAH1B2 | inhibition, % at 3.39 µM | recombinant PAFAH1B2, FP-rhodamine activity probe, fluorescence polarization | actives 1.2% (n = 340,000) | P68402;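 active = inhibition above the mean of all tested compounds plus 3 SD, cut at about 24% in these data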;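 also: 0% = enzyme with DMSO and 100% = wells lacking PAFAH1B2; many of its hits are not listed in these tables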
# LYPLA1 counter: LYPLA1 (human) inhibition in PME1 counter-screen; inhibition, % at 5.9 µM; AID 2174; actives 0.16% (n = 320,000); recombinant LYPLA1, FP-Rh probe fluorescence polarization; O75608;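 active = inhibition above the mean of all tested compounds plus 3 SD, set per campaign, cut at about 14% in these data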;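 also: inhibitors block serine hydrolase probe labeling of LYPLA1 so polarization falls; 0% = enzyme with DMSO and 100% = wells lacking LYPLA1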
# PREPL inh: human PREPL enzyme inhibition. AID 2751. recombinant PREPL, fluorescence polarization activity-based probe. inhibition, % at 5.96 µM. actives 0.68% (n = 320,000). Q4J6C6; in the data active = inhibition above about 43%;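 also: 0% = enzyme with DMSO and 100% = wells lacking enzyme; many of its hits are not listed in these tables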
# Starred values were filed as active, the others as inactive; nt = not tested or not shown. Not all compounds are listed; rates above refer to the full screens.
SMILES,LYPLA2 inh,pPAFAH inh,PAFAH2 FP inh,PAD4 FP inh,GSTO1 inh,PAFAH1B3 FP inh,PAFAH1B2 FP inh,LYPLA1 counter,PREPL inh
CCOC(=O)c1nnn(-c2nc(N3CCCC3)nc(N3CCCC3)n2)c1-c1ccccc1,10,4,-2,3,0,2,1,9,7
CC(=O)c1c(C)nc(-c2ccccc2)nc1NC(=O)C(C)C,4,-4,0,5,5,4,2,4,3
CCCC(CCC)C(=O)Nc1ccc2c(c1)N(C(=O)CN1CCN(C)CC1)c1ccccc1CC2,0,0,0,-1,0,6,1,-1,-14
Cc1nnsc1SC(C)C(=O)O (stereo unspecified),3,3,-11,1,2,8,0,3,6
C=CCn1c(-c2ccncc2)n[nH]c1=S,0,1,nt,1,-12,nt,nt,-2,-2
COc1cc(C)c(C(C)C)cc1S(=O)(=O)NC1CC(C)(C)NC(C)(C)C1,-5,-3,8,-4,4,8,3,0,-5
CC1(C)NC(=O)N(CC(=O)OCC(=O)Nc2cc(S(=O)(=O)N3CCCCCC3)ccc2Cl)C1=O,0,3,-1,-4,3,6,4,-1,-3
O=C1CC(N2CCN(c3ccccc3)CC2)C(=O)N1c1ccc(Cl)cc1 (stereo unspecified),-2,-3,-6,0,3,4,-3,-5,5
COc1ccccc1Cn1c(=S)[nH]c2cc(C(=O)NCc3cccnc3)ccc2c1=O,-33,-15,4,-5,-30,-3,4,-30,0
CCOC(CC(=O)NNC(=O)c1c(-c2ccccc2Cl)noc1C)OCC,-3,2,3,4,-6,1,3,3,-8
O=C(O)c1cccc(NC(=O)c2ccc3c(c2)C(=O)N(Cc2ccco2)C3=O)c1,8,6,7,-4,-5,7,2,-1,4
O=C(COc1coc(CN2CCN(c3ccc(F)cc3)CC2)cc1=O)NCC1CCCO1 (stereo unspecified),3,3,2,2,5,3,-4,-1,5
COc1cc2c(cc1OC)CN(C(=O)c1cc(S(=O)(=O)N3CCOCC3)ccc1Cl)CC2,8,-2,-4,-5,10,4,10,2,18
COc1cc(/C=N/NC(=Nc2ccc(C)cc2)c2nc3ccccc3s2)ccc1O,-3,23,-1,2,-5,3,1,-8,8
O=C(N/N=C/c1ccccc1O)C(=O)N1CCCCCC1,-1,1,2,2,-4,9,2,-1,2
CCCCc1nc2ccccc2c(NC(=O)CNC(C)(C)C)c1CCC,-4,4,-1,-1,1,-2,7,1,-3
CS(=O)(=O)N1N=C(c2ccco2)CC1c1ccco1 (stereo unspecified),-3,20,14,4,6,2,-3,-5,9
CC1CCC(NC(=O)c2cccc(S(=O)(=O)N3CCN(c4ccccc4)CC3)c2)CC1 (stereo unspecified),2,2,6,4,2,9,3,1,12
CCN(CC)CCSc1nnc2c3ccccc3n(Cc3ccccc3)c2n1,2,7,-2,1,-4,-12,2,1,4
COc1ccc(-c2cc(-c3ccccc3)c(C#N)c(=S)[nH]2)cc1,-5,-4,5,8,13,6,1,-2,10
O=C(COc1ccccc1)NNC(=S)NC(=O)c1ccc(Cl)cc1Cl,7,1,nt,5,-5,nt,nt,0,1
COc1cc(C(=O)Nc2cccc(C)c2C)c(Br)c(OC)c1OC,9,5,-2,-2,3,2,0,4,6
Cn1ncc([N+](=O)[O-])c1C(=O)Nc1ccccc1,-1,-3,-6,6,-5,5,1,-3,19
COC(=O)c1sc(-c2ccc(C(C)(C)C)cc2)cc1NC(=O)c1ccccc1C(=O)O,-7,5,-17,-1,-20,-5,8,-12,8
O=C(NC(=S)Nc1ccc(C(=O)N2CCOCC2)cc1)c1ccc([N+](=O)[O-])cc1,0,-1,6,-10,0,8,0,-2,13

# (list continues)
SMILES,LYPLA2 inh,pPAFAH inh,PAFAH2 FP inh,PAD4 FP inh,GSTO1 inh,PAFAH1B3 FP inh,PAFAH1B2 FP inh,LYPLA1 counter,PREPL inh
COc1ccc(S(=O)(=O)N2CCOC23CCN(S(=O)(=O)c2cc(C)ccc2OC)CC3)cc1,4,0,2,-2,1,4,-1,-1,-3
CC(=O)Nc1ccc(NS(=O)(=O)c2cc(Cl)ccc2Cl)cc1,-9,0,3,0,3,8,5,-1,-4
Cc1nc(SCc2nc3c(F)cccc3[nH]2)c2oc3ccccc3c2n1,nt,2,2,2,nt,-6,5,nt,-2
COc1ccc(OC)c(NC(=O)COC(=O)c2n[nH]c3ccccc23)c1,-6,3,4,0,nt,0,3,-2,3
COc1cc(-c2nnc(-c3cccs3)o2)cc(OC)c1OC,-5,-3,-6,3,-2,2,3,0,-2
O=C(Cc1ccc(F)cc1)Nc1ccc(F)c([N+](=O)[O-])c1,-1,4,3,-3,6,0,2,2,10
Cc1ccc(NC(=O)[C@@H]2CCCN2S(=O)(=O)c2ccccc2F)cc1,-3,-6,2,-3,3,-8,-2,1,12
C=CCn1c(SCC(=O)Nc2ccc3c(c2)OCCO3)nnc1-c1ccco1,5,6,3,1,7,1,0,4,4
CCOC(=O)C1=C(C)NC(=O)NC1/C=C/c1ccccc1OC (stereo unspecified),2,-4,-1,-4,-4,11,3,-4,-20
CC(/C=C/c1ccc(OCc2ccccc2)cc1)=N\O,-1,2,0,-1,-2,3,-1,1,7
COc1cccc(C(=O)NC23CC4CC(CC(C4)C2)C3)c1,-6,2,2,0,-7,13,7,-4,6
Cc1c(Cl)c(-c2n[nH]c(=S)n2-c2ccccc2)nn1C,8,-1,6,3,4,6,3,5,-7
Cc1cc(C)nc(NC(=NCCc2c[nH]c3ccccc23)NC(=O)Nc2cccc([N+](=O)[O-])c2)n1,-3,-5,-7,1,-3,2,1,-4,16
COc1ccc(Cl)cc1NC(=O)CN(C)C(=O)c1ccc(N2CCCCC2)c([N+](=O)[O-])c1,7,6,-1,4,-4,6,-2,3,16
Cc1cc2ncn(CS(C)(=O)=O)c2cc1C,7,2,11,-4,-2,5,6,3,-5
COc1ccc(S(=O)(=O)Nc2ccc(-c3ccc4nncn4n3)cc2)c(OC)c1,-6,0,5,14,-15,1,2,-3,-6
CCN(CC)c1ccc(NC(=O)COC(=O)CSc2ccc(Br)cc2C)cc1,3,18,4,0,9,0,9,0,16
CCOC(=O)c1ccc(NC(=O)NCc2ccccc2OC)cc1,-6,0,-9,-2,-6,11,6,-2,-6
COc1ccccc1C(=O)NC(CCSC)C(=O)NNC(=O)c1ccccc1C (stereo unspecified),-3,-4,5,-2,-4,6,-4,2,7
COc1ccc(Cl)cc1Nc1nc(-c2cccnc2)cs1,4,20,5,-2,-2,9,9,9,24
CNC(=O)c1c(NC(=O)C2=COCCO2)sc2c1CCN(C(=O)OC)C2,4,0,5,1,4,5,3,1,2
COc1ccccc1NC(=O)Cn1c(=O)n(CCc2c[nH]c3ccccc23)c(=O)c2cccnc21,-16,-8,-3,2,8,4,-3,-12,13
C/C(=N/NC(=O)c1ccc(Cl)s1)c1cccnc1,-4,6,1,-5,-6,0,-4,-6,2
CSc1nnc(N2C(=O)C(O)=C(C(=O)c3ccco3)C2c2cccc(Cl)c2)s1 (stereo unspecified),2,-5,16,-40,-2,5,6,-5,-15
Cc1ccc(-c2ccc3nnc(SCC(N)=O)n3n2)cc1,2,1,3,0,-3,3,1,2,-16

# Next section:
SMILES,LYPLA2 inh,pPAFAH inh,PAFAH2 FP inh,PAD4 FP inh,GSTO1 inh,PAFAH1B3 FP inh,PAFAH1B2 FP inh,LYPLA1 counter,PREPL inh
Cc1nc(N2CCOCC2)nc(N2CCN(c3ccccc3)CC2)c1[N+](=O)[O-],6,0,3,-5,6,3,6,6,12
O=C(CSc1nnc2c3ccccc3c3ccccc3c2n1)Nc1ccccc1F,-2,19,1,-11,2,8,-4,0,7
O=C(Cn1c(=O)cnc2ccccc21)Nc1ccccc1N1CCOCC1,-2,-6,-3,-4,-5,11,-7,-2,10
Cc1cccn2c1nc(=S)n2C(=O)c1ccco1,-2,0,-5,-1,-1,3,0,2,-1
O=C(OCC(=O)N(C1CCCCC1)C1CCCCC1)c1ccco1,3,2,-2,4,6,0,10,1,15
Cc1cc(F)ccc1S(=O)(=O)Nc1ncnc2scc(-c3ccc(F)cc3)c12,-2,30*,0,-5,-12,7,36*,0,11
Cc1cc(C)cc(OCc2nc(-c3cccnc3)no2)c1,9,4,-1,-2,0,3,2,1,9
CC(C)NC(=O)NC(=O)CSc1ccccc1F,4,6,0,-1,6,6,4,-1,-3
CCOc1ccc(C(C(=O)NCC2CCCO2)N(Cc2ccccc2)C(=O)c2snc(C(N)=O)c2N)cc1 (stereo unspecified),3,7,2,-6,1,4,7,1,-8
CCc1ccc(CC2S/C(=C(\C#N)C(C)=O)NC2=O)cc1 (stereo unspecified),5,3,2,-6,-1,6,17,-2,5
CC(C)C[C@H]1CN=C(Nc2ccccc2)N1CCC(C)c1ccccc1 (stereo partly specified),0,3,-2,3,20,-5,15,-2,14
C/C(Cc1ccccc1)=N\NC(=O)C1CCCCC1,0,3,-5,1,2,-1,1,2,-2
CN(CCOc1cccc(C(F)(F)F)c1)Cc1ccccc1,2,2,-1,-2,0,6,0,0,-9
CC(c1ccccc1)C1CC(=O)N(CC(=O)O)C1=O (stereo unspecified),1,-6,9,-6,-5,5,0,0,12
COc1cc(C(=O)Nc2cc(C(F)(F)F)ccc2-n2cncn2)cc(OC)c1OC,-6,-1,-2,1,2,1,-2,-3,1
COc1cc(CC(=O)N(C)CC(=O)Nc2cc(C)ccc2C)cc(OC)c1OC,4,4,-1,0,4,3,4,2,14
CCOC(=O)CNC(=O)C(CC(N)=O)NC(=O)OC(C)(C)C (stereo unspecified),-4,3,nt,-4,2,nt,nt,0,-6
c1ccc(CNc2ccc(N3CCOCC3)cc2)cc1,nt,15,7,15,nt,-3,8,nt,41
CC(C)Cc1nnc(NC(=O)CCC(=O)Nc2ccccc2)s1,-3,7,-5,-3,-4,8,0,0,-3
CCOC(=O)Cn1cc([N+](=O)[O-])c(OC)n1,4,3,1,-4,-2,6,4,1,6
CCC(Sc1ccc2nnc(CCNS(=O)(=O)c3ccc(OC)cc3)n2n1)C(=O)OC (stereo unspecified),-6,1,7,3,6,4,4,-2,0
COCCCn1c(-c2cccc(Cl)c2)nc2c1c(=O)[nH]c(=O)n2Cc1ccccc1,-8,9,-1,-5,3,-8,-5,-1,-8
O=S(=O)(Nc1ccc(N2CCCCC2)cc1)c1ccccc1,6,19,-1,2,12,1,-3,-5,3
N#Cc1cc2ccccc2nc1SCC(=O)NC1CC1,4,1,4,0,-1,6,1,0,11
COc1ccc(NC(=O)Nn2cnnc2)cc1OC,2,0,-2,-1,-3,2,0,0,9
O=C(CSc1n[nH]c(-c2ccccc2)n1)Nc1ncccn1,10,-4,-3,3,2,1,-4,3,2
O=c1c2c(-c3ccccc3)csc2ncn1/N=C/c1cccc([N+](=O)[O-])c1O,-8,1,-1,-5,19,20,9,-2,4
COc1ccc(NC(=O)CSCC(=O)N2c3ccccc3CCc3ccccc32)cc1,3,5,1,5,4,10,8,-3,6
CC1(NC(=S)N(CCO)CCO)CCS(=O)(=O)C1 (stereo unspecified),2,2,0,1,-2,5,2,2,1

# Reformatted field by field: 2 of the compounds above.
CCCCc1nc2ccccc2c(NC(=O)CNC(C)(C)C)c1CCC
- LYPLA2 inh: -4
- pPAFAH inh: 4
- PAFAH2 FP inh: -1
- PAD4 FP inh: -1
- GSTO1 inh: 1
- PAFAH1B3 FP inh: -2
- PAFAH1B2 FP inh: 7
- LYPLA1 counter: 1
- PREPL inh: -3
CS(=O)(=O)N1N=C(c2ccco2)CC1c1ccco1 (stereo unspecified)
- LYPLA2 inh: -3
- pPAFAH inh: 20
- PAFAH2 FP inh: 14
- PAD4 FP inh: 4
- GSTO1 inh: 6
- PAFAH1B3 FP inh: 2
- PAFAH1B2 FP inh: -3
- LYPLA1 counter: -5
- PREPL inh: 9
